Source: PubChem
BCR signal inh – qHTS Assay to Find Inhibitors of Chronic Active B-Cell Receptor Signaling; ABC-DLBCL IkBa-CBG/CBR reporter, luminescence ratio, 4 h; Potency, µM (series often up to 46.1 µM), for inactives: top-dose ratio change, negative = lower green/red ratio, hits mostly inhibitors; 340,000 tested, 0.05% active; active = well fitted inhibition curve with a large enough effect in the signal ratio, with a control signal flat, not every such curve was filed as active; inconclusive = small, poorly fitted or top-dose-only effect, or effect the other way, or a change in a side signal; the % refers to the signal ratio;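 also: potency is read from the fitted curve at half-maximal effect; plate controls were basal doxycycline-induced cells for no effect and cells given 10 µM MG132 for full effect; MG132 reads +100%, hits lower the ratio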
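TMD8 ABC-DLBCL cells carrying doxycycline-inducible green luciferase fused to IkappaBalpha plus unfused red luciferase were exposed to compounds (up to 46 uM) for 4 hrs at 37C. Activity came from the overlap-corrected green/red luminescence ratio.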
TSHR antag – Antagonists of the Thyroid Stimulating Hormone Receptor: HTS campaign; TSHR-expressing cells, TSH-stimulated cAMP HTRF, 2 h; stronger effect = lower value; activity change, negative = inhibition, % at 11.5 µM; 330,000 tested, 0.2% active;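 active = activity change below a set negative limit, meaning inhibition stronger than a set level, cut at about -70% in these data; inconclusive = activity change between two set negative limits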; also: % is scaled to controls: 0 for no effect and ±100 for the full control effect
Target sequence (P16473 whole entry, looked up): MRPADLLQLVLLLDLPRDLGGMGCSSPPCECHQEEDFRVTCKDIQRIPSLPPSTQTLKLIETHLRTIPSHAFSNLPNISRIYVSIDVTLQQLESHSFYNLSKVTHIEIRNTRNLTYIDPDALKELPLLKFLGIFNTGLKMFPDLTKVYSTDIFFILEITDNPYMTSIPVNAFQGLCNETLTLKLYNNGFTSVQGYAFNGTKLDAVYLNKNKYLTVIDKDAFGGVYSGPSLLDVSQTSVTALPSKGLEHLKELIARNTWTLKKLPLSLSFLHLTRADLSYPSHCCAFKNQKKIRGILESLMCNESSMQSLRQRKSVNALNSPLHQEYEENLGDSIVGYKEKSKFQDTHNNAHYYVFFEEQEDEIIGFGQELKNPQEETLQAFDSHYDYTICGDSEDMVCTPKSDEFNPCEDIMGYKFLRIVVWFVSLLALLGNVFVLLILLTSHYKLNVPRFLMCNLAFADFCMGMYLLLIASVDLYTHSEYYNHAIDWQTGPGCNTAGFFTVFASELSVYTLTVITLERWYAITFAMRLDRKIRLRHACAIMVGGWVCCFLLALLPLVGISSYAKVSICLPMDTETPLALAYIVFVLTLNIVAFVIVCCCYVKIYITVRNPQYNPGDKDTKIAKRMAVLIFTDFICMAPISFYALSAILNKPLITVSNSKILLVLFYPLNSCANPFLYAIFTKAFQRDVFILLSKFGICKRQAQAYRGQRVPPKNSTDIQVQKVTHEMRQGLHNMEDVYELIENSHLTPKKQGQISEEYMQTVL
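TSHR-expressing cells, 200/well, pre-treated with compound, then stimulated with EC80 TSH (4nM final) for 2 hours at 37 deg C. cAMP measured by competitive HTRF: anti-cAMP cryptate antibody in lysis buffer plus cAMP-d2, read after 30 minutes at room temperature.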
TCR act – Activators of T cell receptors: qHTS campaign; Potency, µM (doses to about 9.22 µM), for inactives: at the top dose activation of IL-2 secretion, hits mostly activators; 330,000 tested, under 10 active; primary human leukocytes, anti-CD3, IL-2 HTRF, 48 h; AID 504894, 2011; also: % of control where 0% means no effect
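IL-2 produced over 48 hr by a-CD3 bead-stimulated primary human leukocytes exposed to compounds was detected with a homogeneous time-resolved FRET immunoassay, 665nm acceptor signal after 320nm excitation.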
Tb PFK block – qHTS Assay to Find Inhibitors of T. brucei phosphofructokinase; T. brucei PFK, ADP-Glo luminescence; ATP-dependent 6-phosphofructokinase (Trypanosoma brucei brucei), O15648; Potency, µM (highest dose often 57.5 µM), without a hit: top-dose activity, negative = inhibition, most hits filed as inhibitors; 330,000 tested, 0.17% active; AID 485367, 2010;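 also: potency is read from the fitted curve at half-maximal effect; 0% = uninhibited 1x PFK enzyme wells and -100% = no-enzyme wells; nearly all actives have a fitted effect of over 60% in size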
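Compounds were pin-transferred as a titration series up to 57 uM into substrate buffer (0.5 mM F6P, 0.1 mM ATP, pH 8.0), then 1.25 nM PFK was added and reactions ran 45 min before ADP-Glo detection.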
Eya2 inh – qHTS Assay for Inhibitors of the Phosphatase Activity of Eya2; Protein phosphatase EYA2 (Homo sapiens), O00167; recombinant Eya2, OMFP fluorescence dephosphorylation (OMFP is methylfluorescein phosphate); Potency, µM (doses to about 76.9 µM), for the others: at the highest dose activity, negative = inhibition, actives largely listed as inhibitors; 330,000 tested, 0.006% active; AID 488837, 2010; also: potency is read from the fitted curve at half-maximal effect; % is scaled to controls: 0 for no effect and ±100 for the full control effect
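Eya2 protein (added as 0.2 uM solution) was preincubated with compound for 10 min at ambient temperature in 50 mM HEPES pH 7.5, 50 mM NaCl, 5 uM MgCl2, 0.05% BSA, 1 mM DTT. OMFP (added at 50 uM) then reacted 10 min; fluorescence read at 485/525 nm.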
USP2a inh – qHTS Assay for Inhibitors of Ubiquitin-specific Protease USP2a Using CHOP2 as the Reporter; Potency, µM (highest dose often 38.3 µM), inactives show at the highest dose activity change, negative = inhibition, usual class: inhibitors; USP2 core, Ub-CHOP2 coupled fluorogenic reporter, 485/531; 330,000 tested, 0.01% active; Ubiquitin carboxyl-terminal hydrolase 2 (Homo sapiens), O75604;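 also: potency is read from the fitted curve at half-maximal effect; plate controls were DMSO wells for no effect and full inhibition by NEM control for full effect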
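Deubiquitinase activity read as fluorescence (485/531 nm) after Ub-CHOP2 cleavage activates the enterokinase reporter on its substrate; USP2 core 10nM, Ub-CHOP2 and substrate 25nM each, 30min compound preincubation then 60min RT; data normalized to NEM, curves fitted.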
PTAP TSG101 blk – qHTS Assay for Iinhibitors of HIV-1 Budding by Blocking the Interaction of PTAP/TSG101; Tumor susceptibility gene 101 protein (Homo sapiens), Q99816; Potency, µM (series often up to 115 µM), inactives show top-dose activity change, negative = inhibition, actives largely listed as inhibitors; Fluorescence polarization, FITC-PTAP peptide / Tsg101 binding; 340,000 tested, under 10 active; active = well fitted inhibition curve with a large enough effect in the main read-out, with a control signal flat, not every such curve was filed as active; inconclusive = small, poorly fitted or top-dose-only effect, or effect the other way, or a change in a side signal; inactive = no such curve, though single readings can be large or run the other way; also: potency is read from the fitted curve at half-maximal effect; % of control where 0% means no effect
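Compounds were pin-transferred onto Tsg101 binding domain (10 uM final) in HEPES pH 7.5 buffer, then FITC-PTAP peptide was added at 50 nM final. After 20 min at RT, polarization reported peptide displacement across a qHTS concentration series.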
Mito fusion yeast – qHTS Assay for Small Molecule Inhibitors of Mitochondrial Division or Activators of Mitochondrial Fusion; AID 485298, 2010; Potency, µM (top dose mostly 46.1 µM), inactives show at the highest dose growth rescue (activation), actives largely listed as activators; 320,000 tested, 0.23% active; S. cerevisiae fusion-defective mutant growth rescue, CellTiterGlo 48 h;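 also: potency is read from the fitted curve at half-maximal effect; % of control where 0% means no effect; nearly all actives have a fitted effect of over 45% in size; temperature-sensitive fusion mutants such as fzo1-1 at 37 °C on non-fermentable ethanol glycerol medium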
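Compounds are tested for their ability to restore growth of mitochondrial fusion-defective yeast strains at non-permissive 37C in YPEG medium over 48 hours. Viability is quantified by luciferase luminescence.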
uPA generation – qHTS for Inhibitors of Cell Surface uPA Generation; cell surface uPA generation assay, qHTS; 330,000 tested, 0.31% active; Potency, µM (doses to about 38.3 µM), for inactives: top-dose activity change, negative = inhibition, actives largely listed as inhibitors; AID 540303, 2011; active = well fitted inhibition curve with a large enough effect; inconclusive = small, poorly fitted or top-dose-only effect; inactive = no such curve, though single readings can be large or run the other way; tested in mouse RAW 264.7 cells; also: potency is read from the fitted curve at half-maximal effect; % is scaled to controls: 0 for no effect and ±100 for the full control effect; nearly all actives have a fitted effect of over 55% in size
ELG1 DNA repair – qHTS screen for small molecules that inhibit ELG1-dependent DNA repair in human embryonic kidney (HEK293T) cells expressing luciferase-tagged ELG1. HEK293T ELG1-luciferase reporter, luminescence, 16 h; DNA damage induced by 5-fluorouridine. Potency, µM (titrated, usually from 46.1 µM), without a hit: top-dose activity change, negative = inhibition, actives largely listed as inhibitors. 330,000 tested, 2.3% active. AID 504467, 2011; also: potency is read from the fitted curve at half-maximal effect; % is scaled to controls: 0 for no effect and ±100 for the full control effect; nearly all actives have a fitted effect of over 55% in size
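Overnight (16 hr) co-exposure of 2,000 cells/well to 5-fluorouridine and compound at 37 °C preceded detection. Luciferase was quantified via ONE-Glo luminescence; loss of signal denotes inhibition.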
B2AR arrestin – qHTS assay of beta-arrestin-biased ligands of beta2-adrenergic receptor; beta-arrestin recruitment to beta2AR, cell-based reporter; Potency, µM (titrated, usually from 46.1 µM), without a hit: top-dose activation, usual class: activators; 330,000 tested, 0.02% active; AID 492947, 2010;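 also: potency is read from the fitted curve at half-maximal effect; 0% = DMSO controls and full agonism = EC100 isoproterenol or metaproterenol; nearly all actives have a fitted effect of over 65% in size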
* hit, by the source's call; ? = inconclusive; / = no result given; [ ] = remark or other dose. Unless noted, calls follow the shape of the dose curve; as a rule, active = well fitted curve in the direction sought with a large enough effect; inconclusive = small, poorly fitted or top-dose-only effect, or another doubt; inactive = no such curve, though single readings can be large; an effect the other way counts as inactive or inconclusive.

canonical_smiles	BCR signal inh	TSHR antag	TCR act	Tb PFK block	Eya2 inh	USP2a inh	PTAP TSG101 blk	Mito fusion yeast	uPA generation	ELG1 DNA repair	B2AR arrestin
CCC(C)c1ccc2oc(-c3ccc(NC(=O)c4ncn[nH]4)cc3)nc2c1 (configuration not stated)	13%	-21	/	-8%	5%	0%	/	17%	-3%	?	-0.3%
CCN(c1ccccc1)S(=O)(=O)c1cccc(C(=O)NCCOc2ccccc2OC)c1	9%	-4	2%	0%	-15%	3%	0%	0%	-2%	?	-0.4%
CC12/C(=N/O)C3C4CC5C3/C(=N/O)C1C5C42 (configuration not stated)	?	4	-3%	0%	-3%	1%	3%	0%	3%	-7%	0.0%
CN(C)C(=O)C1C2NC(=S)N(c3ccc(Cl)cc3)C1(C)Oc1ccc(Cl)cc12 (configuration not stated)	?	8	6%	-1%	-26%	-14%	-1%	10%	1%	2%	0.4%
CC(=O)N(C)Cc1ccc(C(=O)CSc2nnc(C3CC3)n2C2CC2)cc1	3%	21	1%	0%	-20%	0%	-1%	-3%	2%	12%	-0.1%
Cc1cc(=O)oc2cc(NC(=O)CC3(CC(=O)O)CCCC3)ccc12	?	8	-5%	11%	-9%	1%	-2%	-4%	9%	-8%	0.4%
COc1ccc(CCN2CC(C(=O)Nc3nnc(Cc4ccccc4)s3)CC2=O)cc1OC (configuration not stated)	-5%	10	2%	2%	16%	2%	1%	-3%	10%	1%	-0.1%
O=C(CSc1ccc(Br)cc1)N1CCOCC1	7%	-4	-2%	-2%	8%	5%	-5%	10%	-1%	?	0.5%
Cc1ccc(C)c(OCCSc2nnc(C)c(=O)[nH]2)c1	1%	-8	-10%	-9%	2%	4%	-2%	6%	1%	?	-0.1%
CC(Oc1ccc([N+](=O)[O-])cc1Cl)C(=O)Nc1ccc(C(N)=O)cc1 (configuration not stated)	-6%	31	3%	-7%	11%	2%	0%	-1%	-4%	0%	-0.8%
CCOC(=O)c1sc2nc(N3CCOCC3)c3c(c2c1N)CC(C)(C)N(C)C3	?	4	3%	0%	4%	0%	1%	3%	0%	?	0.3%
COc1cc(/C=C2\C(=O)N(CCC#N)N=C2C)c(Br)cc1OC(C)C	1%	-13	-1%[46.1 µM]	11%	7%	-1%	-3%	2%	3%	14%	-0.7%
O=C(O)CCNC(=O)CCCn1nnc2ccccc2c1=O	3%	13	-5%	?	-11%	0%	-6%	-3%	-2%	7%	-0.7%
CCOC(=O)c1ccc[n+](CC(=O)Nc2ccccc2OC(F)F)c1	4%	-7	-5%	3%	-5%	1%	-3%	-8%	5%	10%	-0.1%
Cc1ccc(C)c(Nc2cc(C)nc(-c3ccccc3O)n2)c1	?	-15	-316%	3%	-23%	-4%	-4%	?	7.1µM*	?	-0.3%
CN(C)/C(=N\O)c1c(Cl)cccc1Cl	6%	26	8%	0%	-6%	3%	-1%	0%	-2%	10%	-0.8%
O=C(O)c1ccc(OCC(O)Cn2c3ccccc3c3ccccc32)cc1 (configuration not stated)	-6%	-12	-2%	-1%	2%	0%	-2%	-16%	4%	?	0.3%
CCOC(=O)[C@@H]1C(c2c(OC)cc(OC)cc2OC)=NO[C@@H]1C(=O)OCC	-3%	-11	1%[46.1 µM]	2%	6%	2%	2%	2%	1%	0%	-2.2%
COc1cccc(CNS(=O)(=O)/C=C/c2ccc3c(c2)OCO3)c1	0%	-8	1%	0%	17%	-1%	-1%	6%	-5%	5%	-0.2%
CC1=NN(C(N)=S)C(=O)C1N=Nc1cccc(C(=O)O)c1 (configuration not stated)	?	-4	-2%	0%	0%	-1%	-7%	2%	-3%	-16%	-0.1%
Cc1ccc(NC(=O)CCNS(=O)(=O)c2cccc3nsnc23)cc1F	14%	-8	0%	4%	-3%	-1%	-4%	0%	-5%	2%	-1.0%
N#CC(C(=O)NC1CCCCC1)=C1CCCCC1	3%	22	-2%[46.1 µM]	-2%	8%	1%	-1%	-2%	-8%	-10%	0.0%
Cc1nnsc1C(=O)N1CCN(c2cc(C(F)(F)F)ccn2)CC1	-3%	1	3%	1%	1%	-3%	-7%	2%	9%	9%	-0.7%
O=c1[nH]c(=S)[nH]c2c1C(c1cc([N+](=O)[O-])c(N3CCOCC3)cc1N1CCOCC1)O2 (configuration not stated)	1%	3	5%	4%	-4%	0%	-2%	-2%	0%	-3%	-1.0%
Cc1ccccc1NC(=O)/C=C1\SC(=O)NC1=O	?	26	-5%	2%	-17%	2%	-8%	?	0%	3%	-0.9%
Cc1cc(C)cc(NC(=O)COc2ccc(C(=S)N3CCOCC3)cc2)c1	2%	-4	3%	-6%	5%	14%	0%	4%	3%	?	0.4%
O=c1c2ccccc2c(C=NCc2ccccn2)c(O)n1-c1ccccc1	4%	-5	-3%[46.1 µM]	1%	3%	5%	-1%	4%	10%	-10%	-0.3%
COc1cc(C(=O)N2CCC(NC(=O)C(Cc3ccccc3C)NC(C)=O)CC2)cc(OC)c1OC (configuration not stated)	0%	10	-4%	1%	-9%	-3%	-9%	-1%	/	9%	-0.3%
O=C1c2ccccc2/C(=C\C#Cc2ccccn2)N1c1ccccc1	?	-12	2%	4%	12%	-1%	-2%	/	?	?	-0.3%
O=C(NCCC(=O)N1CCN(c2ccccn2)CC1)c1ccc([N+](=O)[O-])cc1	6%	/	-17%	1%	?	3%	-5%	/	-6%	1%	-1.0%
CN1c2ccccc2N(C)C1c1c(O)ccc2ccccc12	6%	5	-10%[46.1 µM]	-3%	5%	-1%	-1%	-3%	/	-3%	-0.2%
CC1CCCN(C(=O)CCS(=O)(=O)c2cc3c(cc2Cl)NC(=O)CO3)C1 (configuration not stated)	1%	2	4%	3%	-2%	1%	-1%	0%	2%	7%	-0.2%
CC(C)(C)C(=O)Nc1cc(NC(=O)C(C)(C)C)cc(C(=O)Nc2cc(C(=O)O)cc(C(=O)O)c2)c1	6%	2	6%[46.1 µM]	-3%	-4%	2%	-8%	-2%	-7%	11%	-1.6%
O=C(CSc1ncnc2c1cnn2-c1ccc(F)cc1)NCc1ccc2c(c1)OCO2	1%	33	1%[46.1 µM]	3%	2%	0%	1%	17%	-1%	?	-0.8%
CCn1c(=O)n(CC)c2cc(S(=O)(=O)NCCOc3ccccc3)c(C)cc21	5%	17	3%	1%	-38%	2%	-9%	0%	7%	?	-0.1%
O=C(Cc1ccc(F)cc1)NC(Cc1c[nH]c2ccccc12)C(=O)O (configuration not stated)	0%	24	4%	9%	-7%	1%	0%	-20%	0%	3%	-0.3%
COC(=O)c1ccccc1NC(=O)CSc1nc2cccnc2n1C	?	-7	1%	-6%	-7%	1%	-5%	7%	1%	-17%	-0.5%
